aSyn 5UTR inh: 5' untranslated region of α-synuclein, MLPCN primary screen. alpha-synuclein 5'UTR reporter, inhibitor activity. inhibition, % (tested at 7.5 µM). 300,000 compounds, 0.82% hits. AID 1813; in the data active = inhibition above about 60%;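 also: H4 neuroglioblastoma cells stably carrying SNCA 5'UTR luciferase fusion; 0% = DMSO wells and 100% = positive control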
HSF1 activator: increases HSF-1 driven luciferase reporter signal. AID 504408. 300,000 compounds, 1.7% hits. NIH3T3-HGL HSF-1 luciferase reporter, MG132, 8 h; 100% = twice DMSO control signal. activation, % at 9 µM;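 active = mean replicate activation of at least 50% with a set share of replicates each reaching 50%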;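 also: 0% = median of the neutral control wells and 100% = twice that signal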
GSK3 alpha inh: blocks human GSK-3 alpha kinase | ADP-Glo luminescence, 60 min | inhibition, % at 10 µM | 320,000 compounds, 0.1% hits;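 in the data active = inhibition above about 50%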;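 also: GST-tagged GSK-3 alpha with peptide substrate and 25 µM ATP; 0% = DMSO neutral wells and 100% = GW8510 positive control wells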
Target sequence (P49840 whole entry, looked up): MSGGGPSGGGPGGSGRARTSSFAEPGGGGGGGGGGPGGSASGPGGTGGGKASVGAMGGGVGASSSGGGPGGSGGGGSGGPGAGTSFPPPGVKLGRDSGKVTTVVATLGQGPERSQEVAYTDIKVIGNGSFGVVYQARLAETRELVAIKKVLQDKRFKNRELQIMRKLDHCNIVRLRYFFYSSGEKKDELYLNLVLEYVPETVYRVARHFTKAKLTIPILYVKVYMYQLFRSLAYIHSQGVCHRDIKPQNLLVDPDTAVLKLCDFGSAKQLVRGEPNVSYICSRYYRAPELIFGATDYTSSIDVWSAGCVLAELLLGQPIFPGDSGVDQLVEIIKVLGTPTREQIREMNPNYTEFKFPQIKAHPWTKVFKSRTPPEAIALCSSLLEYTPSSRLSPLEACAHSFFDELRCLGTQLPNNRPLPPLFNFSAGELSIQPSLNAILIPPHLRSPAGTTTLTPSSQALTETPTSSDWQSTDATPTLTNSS
Platelet DG rel: modulates dense granule release in human platelets; human platelet-rich plasma, SFLLRN dense granule ATP release, luminescence; inhibition, %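 (compounds screened at 7.5 µM in platelet-rich plasma)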; 300,000 compounds, 0.22% hits; AID 1663;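 active = mean replicate score, as percent of positive control, at or above 50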
KLF5 inhibitor: kruppel-like factor 5 inhibition | DLD-1 KLF5 promoter-luciferase reporter, luminescence | 290,000 compounds, 0.23% hits | inhibition, % at 5 µM;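 active = inhibition above a per-plate limit of that plate's mean compound inhibition plus 3 SD, cut at about 60% in these data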;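 also: 0% = DMSO wells and 100% = LY294002 at 200 µM; higher means less KLF5 promoter-driven luciferase light; inactives centre near -14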
GSK3B inh: blocks human GSK3beta kinase activity; P49841; GST-GSK3beta kinase, ADP-Glo luminescence, 60 min; hits give low values; activity score (negative = inhibition), % at 10 µM; 300,000 compounds, 0.038% hits; AID 2097;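 active = more than half of replicate wells score below -50%, meaning over 50% inhibition versus plate controls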;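 also: 0% = median DMSO wells and -100% = median GW8510 positive control wells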
Target sequence (P49841 whole entry, looked up): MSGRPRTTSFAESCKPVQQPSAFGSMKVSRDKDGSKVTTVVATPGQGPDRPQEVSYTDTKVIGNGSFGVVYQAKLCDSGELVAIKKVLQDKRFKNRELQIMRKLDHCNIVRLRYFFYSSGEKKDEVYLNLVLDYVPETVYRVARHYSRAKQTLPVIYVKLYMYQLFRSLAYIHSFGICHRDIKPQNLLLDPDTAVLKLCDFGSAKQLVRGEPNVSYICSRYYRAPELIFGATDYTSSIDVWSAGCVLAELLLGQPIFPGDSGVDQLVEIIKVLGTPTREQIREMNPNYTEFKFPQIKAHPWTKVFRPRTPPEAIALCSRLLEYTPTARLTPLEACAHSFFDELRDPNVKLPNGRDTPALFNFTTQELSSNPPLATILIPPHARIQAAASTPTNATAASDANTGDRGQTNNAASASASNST
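Assay system: GST-tagged human GSK3beta kinase, cell-free; Input: 1.6 ng GSK3beta; Medium: Tris/MgCl2 kinase buffer; Timing: 60 min enzyme reaction, room temperature; Signal: ADP-Glo luminescence quantifying ADP generated by kinase; Evaluation: score relative to plate controls; Benchmarks: DMSO neutral wells and GW8510 at 20 µM as positive.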
HSP90 inh: HSP90 refolding inhibition in rabbit reticulocyte lysate. luciferase refolding luminescence, 3 h. inhibition, % at 5.6 µM. 290,000 compounds, 0.91% hits. AID 1789;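 active = inhibition above the screen-wide mean plus 3 SD, computed separately per campaign, cut at about 16% in these data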;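 also: 0% = DMSO wells and 100% = 60 µM geldanamycin wells; inhibitors lower the luminescence because luciferase stays unfolded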
Dyrk1A ADPGlo: inhibitors of rat Dyrk1A kinase. Q63470. ADP-Glo luminescence, NFATc1 peptide. inhibition, % at 12.5 µM. 310,000 compounds, 0.43% hits. AID 504441; in the data active = inhibition above about 50%;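 also: plate controls were vehicle with enzyme for no effect and no enzyme for full effect; many of its hits are not listed in these tables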
HSF1 inhib: HSF1 inhibition; NIH3T3-HGL HSE-luciferase, MG132-induced, luminescence 8 h; hits give low values; AID 2098; activity change, negative = inhibition, % at 7.5 µM (by protocol); 300,000 compounds, 0.77% hits;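 active = more than half of replicate wells show activity change below -50%, luminescence cut by over half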;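 also: luciferase reports HSF-1 transcriptional activity via heat shock element; 0% = median of DMSO wells and -100% = zero luminescence signal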
IEC-6 tox: kills IEC-6 intestinal cells in KLF5 counter-screen; AID 1825; IEC-6 cytotoxicity, luminescence viability; inhibition, % at 5 µM; 290,000 compounds, 0.78% hits; in the data active = inhibition above about 22%;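 also: 0% = plate median of test compound wells and 100% = cytotoxic reference compound wells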
Active calls of the source: *; . = not tested or not shown.

SMILES	aSyn 5UTR inh	HSF1 activator	GSK3 alpha inh	Platelet DG rel	KLF5 inhibitor	GSK3B inh	HSP90 inh	Dyrk1A ADPGlo	HSF1 inhib	IEC-6 tox
CCOP(=O)(OCC)C(NC(=O)c1ccc(OC)cc1)c1ccccc1 (stereo not drawn)	-1.2	-19.9	0.7	-0.9	-20.6	1.2	-1.6	.	-4.9	0.3
COc1cc(C2Nc3cccc4cccc(c34)N2)ccc1OC(C)=O	-34.7	-8.2	-0.6	-1.1	-7.6	-3.2	0.6	9.3	-8.3	-0.3
COC(=O)c1cc(NS(=O)(=O)c2ccc(F)cc2)ccc1N1CCOCC1	-13.6	4.5	-0.1	-5.0	-25.2	2.4	-1.5	3.3	-5.1	-6.0
CC(=O)Nc1nnc(-c2ccc(Cl)s2)o1	8.5	0.0	3.1	0.5	-11.9	-1.2	-0.6	8.4	-2.6	-9.4
Cc1cc(=O)c2ccccc2n1CC(=O)NCc1ccccc1	3.7	-4.1	7.9	2.8	-6.5	-0.4	-2.9	-6.8	-2.7	7.3
O=C(Cn1ncc2c3ccccc3n(Cc3ccccc3)c2c1=O)NCCCN1CCOCC1	-13.5	23.6	3.5	-4.9	-39.3	-0.7	-1.0	.	1.3	1.9
Cc1ccc(S(=O)(=O)N(C)C)cc1NC(=O)c1cccnc1Oc1ccccc1	14.8	14.0	0.2	4.4	0.6	1.0	0.7	.	5.3	-3.3
COc1cc(CC(=O)OCC(=O)Nc2cc([N+](=O)[O-])ccc2Cl)cc(OC)c1OC	4.4	7.6	-0.4	6.7	-36.0	1.4	2.6	1.6	-1.8	-2.7
CSc1ccc(/C=N/NC(=O)C[n+]2ccccc2)cc1	7.7	-19.1	3.9	3.6	-40.2	-1.3	-3.1	7.0	1.0	-2.9
Cc1cc(C(=O)COC(=O)C2=NNC(=O)CC2)c(C)n1-c1cccc(C(F)(F)F)c1	-1.7	6.4	0.6	-13.0	-34.2	6.7	-8.0	-3.1	5.9	0.0
Cc1ccc(N2C(=O)C3ON(c4ccccc4)C(CC(C)C)C3C2=O)cc1 (stereo not drawn)	-11.9	-6.8	-2.7	2.1	-17.2	-5.7	5.8	14.8	0.3	0.1
Cc1nc(NC(=O)COC(=O)CCC(=O)c2cccs2)c(Cl)cc1Cl	-16.6	-3.4	.	-3.2	-1.4	3.5	2.1	-75.0	-9.3	-9.3
CC(C)N(CCCNC(=O)Cn1ncc2c([nH]c3ccccc32)c1=O)Cc1ccccc1	12.8	-10.3	-0.2	12.2	-11.2	2.6	1.2	2.3	-11.6	-3.7
COc1ccccc1Nc1nc(N)nc(CN2CCN(c3ccccc3)CC2)n1	-10.0	0.7	0.5	-3.8	-14.9	-0.8	-4.2	-3.8	-0.9	7.7
C(=N\n1cnnc1)/c1cn(Cc2ccccc2)c2ccccc12	46.4	21.5	-2.3	9.9	-4.5	0.7	1.6	-3.9	12.0	3.7
CCOC(=O)c1oc2ccc(Br)cc2c1NC(=O)CN1CCN(C)CC1	.	.	1.9	.	-10.9	.	-2.0	-3.1	.	-5.9
C/C(=C(\C#N)C(=O)NCc1ccccc1)N(C)C	-5.4	4.9	4.0	7.1	-8.7	2.8	3.4	3.9	-4.4	-2.8
CCOC(=O)c1cc(NC(=O)Nc2nc3ccccc3s2)c(C)nc1C	5.5	16.9	0.2	8.4	6.5	0.5	1.9	0.0	-6.1	3.3
O=C(NCc1cn(-c2ccccc2)nc1-c1ccc(F)cc1)c1cccc([N+](=O)[O-])c1	10.9	.	-5.6	4.1	9.7	1.4	2.8	-6.1	.	-3.2
CCOc1ccc2nc(NC(=O)CN3CCC(n4nnc5cc(C(F)(F)F)ccc54)CC3)sc2c1	41.9	22.7	-1.0	-10.8	-27.5	0.5	3.2	2.5	-2.8	-5.2
CCOC(=O)c1c(N)c(C#N)c2n1CCCC2	37.7	-5.2	-1.2	1.5	-24.2	-6.1	-5.2	6.1	1.5	-1.3
O=C(CCCCCn1c(=O)[nH]c2ccccc2c1=O)NCCCN1CCN(c2ccccc2F)CC1	15.0	3.8	2.5	-1.3	1.9	1.5	-1.1	9.0	12.1	-5.4
CSc1cccc(NC(=O)CN(C)S(=O)(=O)c2cnc[nH]2)c1	16.3	4.7	0.7	-0.3	-43.2	-0.5	0.5	15.1	-1.7	9.0
NC(=O)COC(=O)c1cccc(S(=O)(=O)N2CCN(c3ccccc3)CC2)c1	-7.9	12.6	-0.7	1.4	-55.0	2.7	-6.0	-0.8	-2.5	-0.5

A draw from above in order of count of non-hydrogen atoms, lowest first.
SMILES	aSyn 5UTR inh	HSF1 activator	GSK3 alpha inh	Platelet DG rel	KLF5 inhibitor	GSK3B inh	HSP90 inh	Dyrk1A ADPGlo	HSF1 inhib	IEC-6 tox
CCOC(=O)c1c(N)c(C#N)c2n1CCCC2	37.7	-5.2	-1.2	1.5	-24.2	-6.1	-5.2	6.1	1.5	-1.3
C/C(=C(\C#N)C(=O)NCc1ccccc1)N(C)C	-5.4	4.9	4.0	7.1	-8.7	2.8	3.4	3.9	-4.4	-2.8
NC(=O)COC(=O)c1cccc(S(=O)(=O)N2CCN(c3ccccc3)CC2)c1	-7.9	12.6	-0.7	1.4	-55.0	2.7	-6.0	-0.8	-2.5	-0.5
COc1ccccc1Nc1nc(N)nc(CN2CCN(c3ccccc3)CC2)n1	-10.0	0.7	0.5	-3.8	-14.9	-0.8	-4.2	-3.8	-0.9	7.7
O=C(CCCCCn1c(=O)[nH]c2ccccc2c1=O)NCCCN1CCN(c2ccccc2F)CC1	15.0	3.8	2.5	-1.3	1.9	1.5	-1.1	9.0	12.1	-5.4

The list goes on.
SMILES	aSyn 5UTR inh	HSF1 activator	GSK3 alpha inh	Platelet DG rel	KLF5 inhibitor	GSK3B inh	HSP90 inh	Dyrk1A ADPGlo	HSF1 inhib	IEC-6 tox
Cc1cccc(Oc2ncnc(N)c2[N+](=O)[O-])c1	19.4	14.5	1.1	-11.7	8.0	-1.2	-1.1	0.2	-5.4	1.4
CCC(=NCc1ccccc1)C1=C(O)C(C(=O)OC)C(C)(C)CC1=O (stereo not drawn)	18.6	5.2	-2.3	-6.4	12.8	0.7	3.5	5.1	-7.7	2.0
COc1ccc(CN2C(=O)c3cccnc3C2Nc2cc(Cl)c(OC)cc2OC)cc1 (stereo not drawn)	6.5	-1.5	1.3	-1.2	-32.9	-12.2	0.5	9.3	6.7	-1.9
CCOC(=O)c1c(CS(=O)(=O)c2ccccc2)n(C)c2cc(Br)c(O)c(CN(C)C)c12	38.7	32.1	-1.5	-4.1	3.4	1.1	2.1	1.6	9.6	6.8
O=C(NC(=S)Nc1ccc(CN2CCOCC2)cc1)c1cccc(F)c1	-30.4	18.4	.	-7.0	-77.6	-0.6	-4.2	-0.1	11.2	-4.9
O=C1c2cccnc2C(Nc2ccc(S(=O)(=O)N3CCCCCC3)cc2)N1Cc1ccccc1 (stereo not drawn)	19.2	7.2	-5.7	3.6	-17.9	-1.7	-1.8	-3.7	2.4	-0.1
CCCCn1c(SCC(=O)NC2CCCC2)nc2ccccc2c1=O	3.3	-7.7	-0.9	-6.1	.	-0.3	.	8.9	-2.5	.
Cc1ccc(SCC(=O)Nc2ccc(S(=O)(=O)Nc3ncccn3)cc2)cc1	-6.4	-7.3	-2.4	0.1	-7.3	-1.5	6.8	0.1	-5.2	-1.4
CC1=C(C(=O)Nc2ccccc2)C(c2ccncc2)C(C#N)=C(SCC(=O)NC2CC2)N1 (stereo not drawn)	-2.5	-1.8	0.3	-4.1	12.8	1.4	0.1	2.1	-5.0	-2.1
COc1ccc(N2C(=O)C(CC(=O)Nc3ccc(F)cc3)N(CCc3ccc(OC)c(OC)c3)C2=O)cc1 (stereo not drawn)	8.1	12.4	-0.4	3.5	-12.9	-5.5	0.4	-2.6	-5.1	5.9
O=S(=O)(Nc1cc(Cl)ccn1)c1ccc(Cl)cc1	7.4	3.0	-1.8	11.4	4.4	3.3	-0.6	-0.6	-11.3	5.1
CCN(C(=O)COC(=O)c1ccccc1Nc1cccc(C)c1C)C1CCS(=O)(=O)C1 (stereo not drawn)	6.0	1.7	-2.0	-1.7	-24.1	-3.1	2.7	-0.8	4.8	-1.6
Cc1noc(COc2ccccc2OCC(O)CNC(C)(C)C)n1 (stereo not drawn)	3.8	5.3	1.6	-15.9	-6.2	0.0	-0.5	-2.0	-2.7	-3.0
O=C(COc1ccccc1)NC(=S)Nc1cccc2cc(O)ccc12	7.4	85.0*	-2.3	-10.2	-20.6	2.5	0.7	-2.8	66.4	-3.9
COc1ccc(/C=C/C(=O)OCC(=O)NCCNC(=O)COC(=O)/C=C/c2ccc(OC)cc2)cc1	-4.1	1.2	-1.1	0.8	-18.1	0.9	-0.1	1.4	2.0	0.3
CC1CCCCN1CC(=O)c1c[nH]c2ccccc12 (stereo not drawn)	3.9	7.6	-3.3	4.8	7.7	-1.1	2.5	1.4	-10.4	2.8
CSc1nc2nc3c(c(=O)n2[nH]1)CCCC3	5.1	-10.5	5.0	7.6	0.1	1.5	9.0	-2.5	-3.8	-5.9
O=C1OC(Nc2ccc(F)c([N+](=O)[O-])c2)c2ccccc21 (stereo not drawn)	-13.1	1.3	6.1	13.6	-29.7	2.8	0.1	8.9	-2.9	4.0
CCN(CC(=O)Nc1cccc(OC)c1)C(=O)c1ccco1	-4.0	-5.8	1.1	2.3	-13.8	2.1	-1.1	-2.3	-7.3	-0.5
O=C(NC1C2CC3CC(C2)CC1C3)C1CCCCC1 (stereo not drawn)	24.8	2.2	0.7	-5.0	-21.0	4.4	2.4	-2.8	-5.0	-10.4
CN(C)S(=O)(=O)c1cccc(NC(=O)c2ccc(N3CCOCC3)c([N+](=O)[O-])c2)c1	25.4	-8.4	-0.2	10.1	-6.4	1.7	-2.8	7.5	-5.9	0.3
COc1ccccc1NS(=O)(=O)c1ccc(O)cc1	19.2	-4.2	-1.8	.	-27.9	0.2	0.2	6.4	-5.6	-1.4
COc1ccc(CN2CCNC(=O)C2CC(=O)N2CCCCO2)c(OC)c1 (stereo not drawn)	-12.4	7.4	.	-0.2	-17.7	-0.5	-1.5	-0.2	1.0	-7.7
O=C(O)C[C@H]1c2cc(C(F)(F)F)ccc2S(=O)(=O)N1C1CCCC1	19.4	-13.2	-3.0	-0.9	.	4.1	.	3.9	-1.2	.
Cc1cc(O)c2/c(=N\N)c(-c3csc(C)n3)coc2c1	7.4	.	4.9	-4.3	-0.8	1.9	13.0	2.7	.	-4.2
O=C(Nc1ccccc1Cl)c1ccc(Cl)cc1Cl	-60.7	21.3	0.4	1.0	-25.4	-3.9	2.5	0.5	15.5	1.6
CC(C)(C)c1ccc(C(=O)N2CCN(CCNC(=O)C(=O)NCc3ccc(Cl)cc3)CC2)cc1	49.8	-14.7	-0.4	-2.4	7.5	-2.3	3.8	0.8	1.9	7.8
CC(C)(CO)NCc1c(OCc2ccc(Cl)cc2)ccc2ccccc12	-17.2	44.8	4.3	-6.9	-22.4	0.1	-1.6	.	-0.3	1.5

Only part of the results is shown. The share of hits here may be higher or lower than overall.
